High-throughput results (PubChem)
BRCA1 expr up: qHTS Assay to Identify Small Molecule Activators of BRCA1 Expression; Potency, µM (highest dose often 46.1 µM), for inactives: at the top dose activation, most hits filed as activators; 380,000 compounds, 1.1% hits; MCF7-BRCA1-FFLuc reporter, luminescence, 48 h; response scale: scaled: vehicle 0%, 10 µM genistein 100%; note: potency is the fitted concentration of half-maximal effect; nearly all actives have a fitted effect of over 80% in size; some results filed as inactive show a strong effect at the top dose
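Reporter cells (MCF7, BRCA1 promoter-firefly luciferase) received library compounds across a concentration series for 48 h. End-point luminescence was measured and concentration-effect curves derived after normalization.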
Rab9 prom act: qHTS Assay for Rab9 Promoter Activators; Huh7 Rab9 promoter-luciferase reporter, luminescence, 24 h; Potency, µM (top dose mostly 9.22 µM), for the others: at the highest dose activation, negative = inhibition, usual class: activators; 320,000 compounds, 2.8% hits; AID 485297, 2010; note: potency is the fitted concentration of half-maximal effect; % of control where 0% means no effect; nearly all actives have a fitted effect of over 60% in size
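Using Huh7 cells stably transfected with Rab9 promoter–luciferase, compounds were incubated 24 h at 37 °C, 5% CO2; luciferase luminescence was read 10 min after reagent addition.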
FLuc counter: qHTS profiling assay for firefly luciferase inhibitor/activator using purifed enzyme and Km concentrations of substrates (counterscreen for miR-21 project). AID 588342, 2011. Potency, µM (doses to about 57.5 µM), inactives show at the top dose activity change, negative = inhibition, most hits filed as inhibitors. purified FLuc, Km substrates, luminescence inhibition. 360,000 compounds, 6.9% hits. Luciferin 4-monooxygenase (Photinus pyralis), P08659;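 note: potency is the fitted concentration of half-maximal effect; plate controls were vehicle for no effect and reference inhibitor for full effect; nearly all actives have a fitted effect of over 55% in size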
Target sequence (P08659 whole entry, looked up): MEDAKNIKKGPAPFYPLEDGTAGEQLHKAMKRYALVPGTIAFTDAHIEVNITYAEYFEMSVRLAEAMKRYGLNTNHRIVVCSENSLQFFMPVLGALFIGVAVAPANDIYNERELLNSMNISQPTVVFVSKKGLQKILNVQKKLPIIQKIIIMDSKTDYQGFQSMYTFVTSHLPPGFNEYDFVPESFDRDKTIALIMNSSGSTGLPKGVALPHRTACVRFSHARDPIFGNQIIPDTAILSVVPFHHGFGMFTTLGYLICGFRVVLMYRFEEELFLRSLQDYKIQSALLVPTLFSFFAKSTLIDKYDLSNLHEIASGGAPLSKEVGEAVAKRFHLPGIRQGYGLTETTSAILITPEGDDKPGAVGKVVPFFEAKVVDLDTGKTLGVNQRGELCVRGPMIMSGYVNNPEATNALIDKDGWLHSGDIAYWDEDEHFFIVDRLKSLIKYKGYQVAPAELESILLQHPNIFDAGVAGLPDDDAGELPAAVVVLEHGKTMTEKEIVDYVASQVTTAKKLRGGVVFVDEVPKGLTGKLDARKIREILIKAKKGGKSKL
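Purified P. pyralis luciferase, 10 nM final, with Km-level 10 uM D-luciferin and 10 uM ATP in 50 mM Tris acetate pH 7.5, 10 mM Mg acetate, 0.01% Tween-20, 0.05% BSA; 6-point qHTS titration about 60 µM downward; luminescence read.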
RORgamma inh: qHTS for inhibitors of ROR gamma transcriptional activity; Nuclear receptor ROR-gamma (Mus musculus), P51450; Drosophila S2 Gal4-RORgamma UAS-luciferase reporter, 20 h; Potency, µM (titrated, usually from 53.6 µM), for the others: top-dose activity change, negative = inhibition, most hits filed as inhibitors; 310,000 compounds, 5.4% hits; note: potency is the fitted concentration of half-maximal effect; % is set by controls: 0 for no effect and ±100 for the full control effect; nearly all actives have a fitted effect of over 60% in size
Target sequence (P51450 whole entry, looked up, the tested form may be a part): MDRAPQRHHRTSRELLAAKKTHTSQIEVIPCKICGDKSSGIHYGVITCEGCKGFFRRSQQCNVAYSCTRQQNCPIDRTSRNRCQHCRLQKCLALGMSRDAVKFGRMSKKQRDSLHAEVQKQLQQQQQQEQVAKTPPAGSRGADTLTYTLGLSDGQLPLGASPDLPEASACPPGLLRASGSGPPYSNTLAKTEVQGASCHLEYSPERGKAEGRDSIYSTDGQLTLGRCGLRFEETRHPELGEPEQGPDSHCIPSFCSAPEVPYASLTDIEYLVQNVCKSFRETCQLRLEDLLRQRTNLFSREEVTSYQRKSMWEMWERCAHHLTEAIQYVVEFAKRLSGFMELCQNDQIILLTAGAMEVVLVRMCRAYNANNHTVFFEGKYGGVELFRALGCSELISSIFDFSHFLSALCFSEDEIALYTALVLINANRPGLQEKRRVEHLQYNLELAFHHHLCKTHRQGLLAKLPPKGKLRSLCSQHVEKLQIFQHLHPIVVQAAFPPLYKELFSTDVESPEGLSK
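Stable Schneider cell line, Gal4 DNA-binding domain fused to ROR gamma, UAS-luciferase. Cmpd 1 hr RT → CuSO4 700 uM final → 20 hr RT → luciferase reagent 10 min → luminescence.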
p53 reactivator: qHTS assay for re-activators of p53 using a Luc reporter; H1299 p53-A138V BP100-luciferase reporter, luminescence, 24 h; Potency, µM (titrated, usually from 92.2 µM), for the others: at the top dose activity change, positive = activation, most hits filed as activators; 320,000 compounds, 0.063% hits; note: potency is the fitted concentration of half-maximal effect; % of control where 0% means no effect; nearly all actives have a fitted effect of over 45% in size
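H1299 (p53-null), stable ts p53-A138V + BP100-Luc; 1000 cells/well, Opti-MEM/10% FBS; cpd 4 pt, 1:5; 24 h, 37 deg C, 5% CO2; detection reagent 10 min RT; luminescence.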
ELG1 genotoxic: qHTS screen for small molecules that induce genotoxicity in human embryonic kidney (HEK293T) cells expressing luciferase-tagged ELG1. Potency, µM (series often up to 46 µM), inactives show top-dose activity change, positive = activation, usual class: activators. 330,000 compounds, 1.3% hits. HEK293T ELG1-luciferase reporter, luminescence, 16 h. AID 504466, 2011; note: potency is the fitted concentration of half-maximal effect; % of control where 0% means no effect; nearly all actives have a fitted effect of over 60% in size
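HEK293T cells expressing luciferase-tagged ELG1 were exposed to compound or DMSO vehicle for 16 hr at 37 °C and 5% CO2. Luciferase activity was then measured with ONE-Glo after 30 min at room temperature.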
VP16 counter: VP16 counterscreen qHTS for inhibitors of ROR gamma transcriptional activity. Drosophila S2 Gal4-VP16 UAS-luciferase, luminescence, 20 h. Potency, µM (top dose mostly 53.6 µM), without a hit: at the highest dose activity, negative = inhibition, actives largely listed as inhibitors. 310,000 compounds, 3.5% hits;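 note: Gal4-VP16 expression switched on by copper sulfate through the metallothionein promoter; potency is the fitted concentration of half-maximal effect; % is set by controls: 0 for no effect and ±100 for the full control effect; nearly all actives have a fitted effect of over 50% in size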
NPC1 promoter act: qHTS Assay for NPC1 Promoter Activators | Huh7 NPC1 promoter luciferase reporter, 24 h | Potency, µM (doses to about 9.22 µM), inactives show top-dose activation, usual class: activators | 320,000 compounds, 2.4% hits | AID 485313, 2010;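 note: potency is the fitted concentration of half-maximal effect; % of control where 0% means no effect; nearly all actives have a fitted effect of over 60% in size; reporter is driven by a mutant NPC1 promoter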
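Luciferase expression driven by the NPC1 promoter was measured in stably transfected Huh7 cells after a 24 h compound incubation, using a luciferase reagent and a luminescence read.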
Giardia killer: Small Molecules that selectively kill Giardia lamblia: qHTS. 340,000 compounds, 0.15% hits. activity change, % at 7.66 µM, hits read low. Giardia lamblia trophozoite viability. AID 540267, 2011; in the data active = activity change below about -80%; inconclusive = between about -30% and that limit;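 note: parasites exposed to compound for two days anaerobically before the ATP read; % is set by controls: 0 for no effect and ±100 for the full control effect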
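Viability, read as ATP luminescence: trophozoites at 100 cells/well, compound added, 48 hrs anaerobic at 37 deg C, then 15-30 min room-temperature development before reading.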
Menin-MLL TR inh: qHTS Assay for Inhibitors Targeting the Menin-MLL Interaction in MLL Related Leukemias: Competition With Texas Red Labeled MLL-derived Mutant Peptide. Menin + Texas Red MLL mutant peptide, fluorescence polarization. O00255. 270,000 compounds, 0.23% hits. Potency, µM (series often up to 61.6 µM), inactives show at the top dose FP activity change, negative = inhibition, usual class: inhibitors. AID 1768, 2009; active = well fitted inhibition curve with a large enough effect in the polarisation, with a control signal flat, not every such curve was filed as active; inconclusive = small, poorly fitted or top-dose-only effect, or effect the other way, or a change in a side signal; inactive = no such curve, though single readings can be large or run the other way; the % refers to the polarisation; note: potency is the fitted concentration of half-maximal effect; % of control where 0% means no effect; many of its hits are not listed in these tables
PKM2 act: qHTS Assay for Activators of Human Muscle isoform 2 Pyruvate Kinase; purified PKM2, Kinase-Glo ATP luminescence, activation; response scale: 0% is enzyme alone, no compound; Potency, µM (doses to about 57.5 µM), for inactives: at the top dose activation, most hits filed as activators; 260,000 compounds, 0.34% hits; AID 1631, 2009; note: potency is the fitted concentration of half-maximal effect; % is set by controls: 0 for no effect and ±100 for the full control effect; nearly all actives have a fitted effect of over 55% in size
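Kinase-Glo luminescence reports ATP generated from ADP (0.1 mM) and PEP (0.5 mM) by purified hPK-M2 after 1 h at room temperature, pH 7.2 imidazole buffer; intermediate enzyme activity allows detecting inhibitors and activators.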
The depositor's hits bear a star; ? = inconclusive; / = no result given; & = joins results of further samples; [ ] = dose if it differs, or a comment. Unless noted, calls come from the whole dose curve; as a rule, active = well fitted curve in the direction sought with a large enough effect; inconclusive = small, poorly fitted or top-dose-only effect, or another doubt; inactive = no such curve, though single readings can be large; an effect the other way counts as inactive or inconclusive. These rows are one share of the data, so the mix of outcomes need not match the whole.

SMILES	BRCA1 expr up	Rab9 prom act	FLuc counter	RORgamma inh	p53 reactivator	ELG1 genotoxic	VP16 counter	NPC1 promoter act	Giardia killer	Menin-MLL TR inh	PKM2 act
COC(=O)Cn1c2ccc(C)cc2c2nc3ccccc3nc21	0%	0%	-1%	-6%	9%	4%	3%	-4%	-5	18%	/
Cc1ccc(S(=O)(=O)N2CCN(C(=O)C(C)Cn3nc(C)c(C)c3C)CC2)cc1C (centres undefined)	-7%	0%	3%	-21%	0%	-3%	-18%	-3%	8	2%	2%
Cc1ccc(C(=O)Nc2cccc(C(=O)N/N=C/c3ccccc3F)c2)cc1	-25%	1.6µM*	5.4µM*	?	21%	?	?	2µM*	-11	-25%	-4%
CC(=O)Nc1ccccc1NC(=O)c1cccc2ccccc12	2%	1%	-3%	9%	13%	0%	3%	-3%	2	-10%	-1%
Cc1cc2nc3c(c(C(F)(F)F)n2n1)CCCC3	-2%	-6%	8%	11%	-2%	7%	-11%	-2%	-15	2%	-2%
Cc1ccc(C2CC(=O)c3cnc(N4CCN(c5ccccc5)CC4)nc3C2)cc1 (centres undefined)	11%	-3%	0%	-9%[10 µM]	5%	-8%	-4%	0%	-4	2%	3%
O=C(COc1ccc(Cl)cc1Cl)Nc1ccc(-c2ccc(N3CCOCC3)nn2)cc1	86%	?	2%	/	7%	5%	/	?	3	/	/
O=S(=O)(Nc1ncccn1)c1ccc(NS(=O)(=O)c2cccc(Cl)c2Cl)cc1	-11%	1%	?	18%	0%	0%	0%	-6%	-7	4%	-1%
O=C(OCC(=O)C12CC3CC(CC(C3)C1)C2)c1ccc(CO)cc1	53%	-1%	?	/	15%	11%	/	2%	11	/	/
Cc1ccc(Cl)cc1N1CCN(C(=S)NCc2ccco2)CC1	-2%	-1%	4%	8%	-3%	-11%	13%	-8%	26	10%	0%
C=C1CCN(C(CC(C)C)C(=O)OC)S(=O)(=O)c2ccccc21 (centres undefined)	-3%	-2%	3%	?	-1%	2%	-1%&3%	-9%	34&7[activator]	12%	1%
O=C(Cc1ccccc1)N/N=C\c1ccc(Br)o1	7%	12%	-13%	?	2%	2%	-1%	9%	-13	-24%	0%
Cc1cc(NC(=O)C23CC4CC(C2)CC(n2cnc([N+](=O)[O-])n2)(C4)C3)no1	5%	-2%	-3%	3%	-2%	-1%	2%[10 µM]	0%	?	-1%	-10%
CCOC(=O)c1cc(C(=O)OCC)cc(-n2c(C)cc(C(=O)CN3CCOCC3)c2C)c1	-16%	1%	5%	-12%	-4%	5%	-4%	-1%	24	0%	0%
COc1ccc(CN(Cc2cc3cccc(C)c3[nH]c2=O)C(=O)N(C)C)cc1	0%	0%	3%	1%	-11%	-15%	2%	-2%	-17	-8%	3%
Cc1ccc(NC(=O)/C(=C\c2ccccc2)NC(=O)/C=C/c2ccccc2)cc1	10%	8%	-8%	2%	24%	-2%	-1%	0%	-5	?	4%
CCc1nn(CC(=O)NCCCN(CC)c2cccc(C)c2)c(=O)c2cc3occc3n12	/	-7%	-4%	16%	-2%	-2%	-1%	3%	/	1%	-2%
COc1ccc(S(=O)(=O)Nc2cc(C(=O)NC(C)C)ccc2N2CCOCC2)cc1	-84%[inhibitor]	-4%	5%	-9%	5%	4%	4%	0%	6	/	9%
Cc1ccc(S(=O)(=O)c2cc3c(=O)n4cccc(C)c4nc3n(CC3CCCO3)c2=N)cc1C (centres undefined)	0%	-1%	0%	-9%	-2%	9%	-3%	-4%	-24	/	0%
COc1ccccc1S(=O)(=O)Cc1ccc(C(=O)NCc2ccco2)o1	9%	-3%	5%	-8%	22%	-6%	-6%	-2%	-11	12%	/
C/C(=N\Nc1cc(C(F)(F)F)ccc1Cl)c1ccncc1	-54%	-1%	0%	-21%	2%	2%	-21%	-1%	3	-19%	/
Cc1ccc(-c2noc(-c3cc4ccccc4oc3=O)n2)cc1	58%	21%	6µM*	9%	27%	?	1%	25%	2	-7%	-4%
Cn1c(=O)n(CC(=O)NCC2CCCO2)c(=O)c2c3c(sc21)COC(C)(C)C3 (centres undefined)	4%	-4%	0%	0%	-4%	0%	-7%	1%	17	8%	-3%
CCOC(=O)N1CCN(c2c(NCC3CCCO3)c(=O)c2=O)CC1 (centres undefined)	0%	-8%	-1%	-11%	2%	3%	2%	-3%	-6	0%	3%
COc1ccc(-c2nnc(N(C)C(=O)c3ccno3)s2)cc1	5µM*	3.2µM*	11µM*	27%	?	?	?	?	5	-15%	11%
O=C(NCCN1CCCCC1)c1ccc(F)cc1Cl	38%	0%	-3%	/	/	6%	/	9%	-4	3%	-1%
COc1ccc(NC(=O)CN(c2ccc(OC)cc2)S(=O)(=O)c2ccc(OC)c(OC)c2)cc1	-26%	2%	2%	11%	/	-4%	-8%	-5%	-17	64%[activator]	-4%
CC(OC(=O)CCCN=C1NS(=O)(=O)c2ccccc21)C(=O)Nc1ccc(F)cc1Cl (centres undefined)	-9%	3%	5%	/	3%	3%	/	-2%	0	/	/
O=C(N/N=C\C=C\c1ccc2c(c1)OCO2)C1COc2cc3ccccc3cc2O1 (centres undefined)	13%	8%	?	7.1µM*	-10%	-2%	?	-2%	-5	20µM*	-3%
Cc1ccc(NC(=O)CN2C(=O)C3CCCCN3C(=O)c3ccccc32)cc1 (centres undefined)	5%	/	5%	29%	/	/	2%	/	8	2%	-7%
Cn1c(=O)c2c(ncn2CC(=O)N2CCN(S(=O)(=O)c3ccc(Cl)cc3)CC2)n(C)c1=O	14%	0%	-2%	22%	12%	-8%	-1%	-2%	5	2%	1%
COc1ccc(N(CC(=O)NCCSC2CCCCC2)S(=O)(=O)c2ccc(C)cc2)cc1	-34%	10%	1%	-1%	?	-8%	-2%	-3%	25	/	0%
COc1ccc(C(=O)N/N=C(\C)Cn2nc([N+](=O)[O-])cc2C)cc1	33%	-8%	3%	-36%	5%	-2%	-4%	-5%	7	22%	0%
C=CCOC(=O)c1[nH]c2c(c1C)C(=O)CC(c1cc(OC)c(OC)c(OC)c1)C2 (centres undefined)	-26%	-29%	4%	?	-14%	-2%	?	-18%	?	1%	2%
CCc1cccc2c(N=O)c(O)[nH]c12	4%	-3%	-9%	6%	-5%	3%	-4%	-6%	6	8%	-3%
C=CCOc1ccc(CN(C)CC(O)COc2cccc3ccccc23)cc1 (centres undefined)	-73%[inhibitor]	-1%	1%	-8%	-9%	-7%	3%	-3%	59[activator]	-14%	4%

Overlap with the part before: 2 compounds, followed by the next part.
SMILES	BRCA1 expr up	Rab9 prom act	FLuc counter	RORgamma inh	p53 reactivator	ELG1 genotoxic	VP16 counter	NPC1 promoter act	Giardia killer	Menin-MLL TR inh	PKM2 act
CCc1cccc2c(N=O)c(O)[nH]c12	4%	-3%	-9%	6%	-5%	3%	-4%	-6%	6	8%	-3%
C=CCOc1ccc(CN(C)CC(O)COc2cccc3ccccc23)cc1 (centres undefined)	-73%[inhibitor]	-1%	1%	-8%	-9%	-7%	3%	-3%	59[activator]	-14%	4%
Cc1cc(C(=O)OCC(=O)c2ccc(Br)s2)c(C)o1	/	7%	?	32%	?	3%	-2%	2%	/	-1%	-4%
Cc1cc(NC(=O)c2cccnc2Cl)ccc1NC(=O)c1cc2ccccc2o1	2%	-5%	-6%	?	-3%	-21%	3%	-4%	-4	?	5%
Cc1ccccc1NC(=O)Cc1nc(COC(=O)COc2ccc(C(C)(C)C)cc2)cs1	2%	-5%	?	/	-5%	1%	/	-4%	-10	/	/
NC1=NC(=O)/C(=C\c2cc([N+](=O)[O-])ccc2Cl)S1	-4%	1%	-1%	-8%	8%	0%	6%	-7%	0	?	-1%
CN(c1ccc(C(=O)Nc2ccc(F)cc2F)cc1)S(=O)(=O)c1ccccc1	-38%	-1%	1%	30%	-19%	-10%	-7%	-2%	29	/	3%
CCc1nnc(NS(=O)(=O)c2ccc(NC(=S)NC(=O)c3ccncc3)cc2)s1	4%	-3%	-1%	-12%	3%	0%	0%	3%	0	/	0%
Cc1cccc(NC(=O)CN2C(=O)S/C(=C\c3ccccn3)C2=O)c1	-2%	3%	4%	-14%	-9%	?	-3%	-4%	-22	-26%	0%
Cc1ccc(C(=O)Oc2ccc(-c3nnco3)cc2)o1	6%	0%	?	/	14%	4%	/	0%	-4	/	/
